WRN inhibitor: WRN helicase (human) inhibition; Q14191; 0.46% of 360,000 active; Potency, µM (doses to about 114 µM), for the others: top-dose activity change, negative = inhibition, hits mostly inhibitors; AID 651768; WRN helicase unwinding, fluorescent forked duplex, kinetic; also: potency is read from the fitted curve at half-maximal effect; % is scaled to controls: 0 for no effect and ±100 for the full control effect; nearly all actives have a fitted effect of over 55% in size
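WRN at 20 nM final preincubated with compound 15 min at room temperature; reaction started with 100 nM fluorophore/quencher forked duplex oligonucleotide and 2 mM ATP final. Unwinding followed kinetically by red fluorescence (ex 525, em 598 nm).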
MCF10A rereplic: induces DNA re-replication in MCF 10a normal breast cells; MCF 10A DNA re-replication, Hoechst nuclear intensity, 48 h; 2.9% of 350,000 active; Potency, µM (highest dose often 46.1 µM), without a hit: top-dose activity, positive = re-replication, usual class: activators; AID 624296; also: potency is read from the fitted curve at half-maximal effect; % of control where 0% means no effect; nearly all actives have a fitted effect of over 50% in size
IL-1B inflam inh: inhibitors of inflammasome signaling (IL-1 beta secretion). 4.7% of 360,000 active. THP-1 LPS/ATP IL-1B secretion, AlphaLISA, 16 h; hits give low values. activity change, % at 57.5 µM; in the data active = activity change below about -50%; inconclusive = mostly about -30% to -49%; also: % is scaled to controls: 0 for no effect and ±100 for the full control effect
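Secreted IL-1B measured by AlphaLISA bead assay after 16 h compound exposure of THP-1 cells; compounds (final up to 57.5 uM) added 1 h before LPS (250 ng/mL) and ATP (1.25 mM) stimulation; lower signal means less secretion.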
HT1080NT lethal: kills 2HG-producing HT-1080-NT fibrosarcoma cells; HT-1080-NT fibrosarcoma viability, CellTiter-Glo ATP luminescence, 48 h; Potency, µM (titrated, usually from 46.1 µM), for inactives: top-dose activity, negative = less viability, actives largely listed as cytotoxic; 1.6% of 360,000 active; AID 686970;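 also: NT is the 2HG producing partner of a matched IDH1 knockdown line; potency is read from the fitted curve at half-maximal effect; 0% = DMSO-treated cells and -100% = media-only wells without cells; nearly all actives have a fitted effect of over 55% in size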
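HT-1080-NT; 750 cells/well; 5% FBS RPMI; 48 h compound, 37 degrees C; CellTiter-Glo luminescence; curve fitting and curve-class assignment.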
KB-3-1 tox: KB-3-1 parental cell cytotoxicity. Potency, µM (series often up to 46.1 µM), inactives show at the top dose activity change, negative = cytotoxic, actives largely listed as cytotoxic. KB-3-1 viability, CellTiter-Glo ATP luminescence, 72 h. 1.4% of 400,000 active; also: potency is read from the fitted curve at half-maximal effect; % is scaled to controls: 0 for no effect and ±100 for the full control effect; nearly all actives have a fitted effect of over 60% in size
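Multi-concentration cytotoxicity screen in KB-3-1 cells grown in DMEM lacking phenol red with 10% FBS. After 72 h at 37 °C with compound, ATP-dependent luminescence was recorded.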
ATXN2 expr inh: reduces ATXN2 reporter expression in HEK-293 cells; 0.72% of 360,000 active; HEK-293 ATXN2-luciferase reporter, luminescence, 24 h; AID 1745845; Potency, µM (top dose mostly 57 µM), without a hit: at the top dose activity change, negative = inhibition, usual class: inhibitors; also: potency is read from the fitted curve at half-maximal effect; % is scaled to controls: 0 for no effect and ±100 for the full control effect; nearly all actives have a fitted effect of over 55% in size
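qHTS (up to 57 uM final) was run with 24 h compound exposure of reporter cells at 37 °C. Each well was multiplexed: SteadyGlo luminescence measured ATXN2-luciferase expression after a fluorogenic Gly-Phe-AFC viability readout (25 uM final).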
SW480 rereplic: DNA re-replication induction in SW480 cells. SW480 DNA re-replication, Hoechst DNA content imaging, 48 h. Potency, µM (series often up to 46.1 µM), without a hit: top-dose re-replication activation, usual class: activators. 1.8% of 340,000 active; also: potency is read from the fitted curve at half-maximal effect; % of control where 0% means no effect; nearly all actives have a fitted effect of over 55% in size
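Cells (250 per well) received 23 nL compound or DMSO by pin tool and were kept 48 hr at 37 C, 5% CO2. Nuclei were then stained with Hoechst for 40 min and scanned for DNA content.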
HT1080 IDH1KD tx: toxicity to HT-1080 IDH1 knockdown cells (counter line) | HT-1080 IDH1 knockdown viability, ATP luminescence, 48 h | Potency, µM (titrated, usually from 46.1 µM), for the others: at the top dose activity, negative = toxicity, usual class: cytotoxic | 2% of 360,000 active;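 also: potency is read from the fitted curve at half-maximal effect; 0% = DMSO wells and -100% = cell-free medium wells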
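Knockdown cells (IDH1KD HT-1080) received compounds 2 h after plating at 750 cells/well and were kept 48 h at 37 °C in 5% FBS RPMI. A CellTiter-Glo luminescence read gave % activity for curve fitting.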
KB-V1 cytotox: KB-V1 MDR subline cytotoxicity | KB-V1 MDR cells viability, CellTiter-Glo, 72 h | Potency, µM (series often up to 46.1 µM), for inactives: top-dose activity change, negative = cytotoxicity, actives largely listed as cytotoxic | 3.4% of 400,000 active; also: potency is read from the fitted curve at half-maximal effect; % is scaled to controls: 0 for no effect and ±100 for the full control effect; nearly all actives have a fitted effect of over 60% in size
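Following 72 h at 37 degrees C with compound, KB-V1 cell viability was read by CellTiter-Glo luminescence, medium being phenol-red-free DMEM plus 10% FBS; concentration-response parameters came from normalized, curve-fitted qHTS data.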
The depositor's hits bear a star; ? = inconclusive; . = not tested or not shown; & = joins results of further samples; [ ] = remark or other dose. Unless noted, calls follow the shape of the dose curve; as a rule, active = well fitted curve in the direction sought with a large enough effect; inconclusive = small, poorly fitted or top-dose-only effect, or another doubt; inactive = no such curve, though single readings can be large; an effect the other way counts as inactive or inconclusive.

SMILES	WRN inhibitor	MCF10A rereplic	IL-1B inflam inh	HT1080NT lethal	KB-3-1 tox	ATXN2 expr inh	SW480 rereplic	HT1080 IDH1KD tx	KB-V1 cytotox
Oc1ccc(/C=N/Nc2cc(N3CCOCC3)nc(N3CCOCC3)n2)cc1	-20%	1%	?	?	-6%	-31%	15%	?	?
COc1ccccc1-c1coc2c(CN3CCC(C)CC3)c(O)ccc2c1=O	-31%[57.1 µM]	1%	-14	-7%	3%	5%	3%[1.84 µM]	-2%	9%
O=C(Nc1ccccc1)N1CCSc2ccccc21	-8%	-4%	0	16%	-6%	8%	-8%	18%	0%
CCc1nc2cc(CC(=O)O)ccc2o1	0%	-1%	3	21%	1%	4%	-3%	13%	0%
CCc1nc2ccc(C(=O)N(C)Cc3ccco3)cn2c1N(CC)Cc1cccc(Br)c1	-8%	.	-12	?	-9%	?	.	-26%	?
C[n+]1c(/C=C/c2ccc3c(c2)OCO3)ccc2ccccc21	4%	-12%	-22	14%	-2%	93%[activator]	5%	7%	0%
CCCCCCSc1ccc([C@@H]2[C@H]3C(=O)N(CC)C(=O)[C@H]3[C@]3(C(=O)OC)CCCCN23)cc1	-4%	-61%[inhibitor]	144	7%	?	-14%	11%	7%	?
O=C(Cc1ccc(Cl)cc1)Nc1ccc(S(=O)(=O)Nc2ncccn2)cc1	1%	-3%	6	0%	15%	-13%	?	0%	0%
Cc1cc(C)c(S(=O)(=O)NCC(=O)NCc2ccccn2)c(C)c1	-1%	-1%	25	-8%	-9%	-21%	0%	-6%	-16%
Cc1cc[n+](CC(=O)c2cccs2)cc1	0%	5%	-2	4%	-4%	4%	-2%	6%	27%
Cc1c(Nc2nc3ccccc3nc2NS(=O)(=O)c2cccs2)c(=O)n(-c2ccccc2)n1C	-27%	1%	6	-4%	?	1%	-4%	12%	0%
CCc1nc(SCC(=O)OC)c2c3c(sc2n1)COC(C)(C)C3	2%[57.1 µM]	4%	0	1%	0%	5%	?	0%	-20%
CCCS(=O)(=O)NC(=O)C1(C)CCN(C(=O)c2cc(C)nn2C(C)(C)C)C1 (stereo not given)	4%	.	26	8%	0%	6%	.	9%	-1%
O=C(c1ccc2c(c1)N(Cc1ccc(F)cc1)CCS2)N1CCOCC1	-2%	5%	28	0%	5%	-2%	1%	-1%	-12%
Nc1nonc1-c1nc2ccccc2n1CC(=O)O	-9%	?	2	12%	0%	-3%	0%	1%	0%
OC(c1ccc(F)cc1)c1nc(-c2cccc(F)c2)cs1 (stereo not given)	0%	.	-18	-16%	0%	48%[activator]	.	-13%	3%
CCOC(=O)c1cc(S(=O)(=O)NC2CCN(C(=O)OCC)CC2)cn1C	-10%	?	-13	2%	0%	-4%	?	-4%	-11%
CC(C)NC(=O)N(C)C[C@H]1Oc2ccc(NC(=O)CCC(F)(F)F)cc2C(=O)N([C@H](C)CO)C[C@@H]1C	-7%	-10%	22	5%	11%	3%	4%	27%	-1%
Cc1ccc(NC(=O)CSc2ccc3c(c2)OCCO3)c(O)c1	6%	3%	0	8%	?	-8%	?	-4%	0%
CCCN(CC(=O)Nc1ccccc1C)C(=O)C1CC(=O)N(c2ccc(CC)cc2)C1 (stereo not given)	-4%	-3%	0	5%[9.24 µM]	5%	10%	1%	2%	12%
CCOc1ccc(NC(=O)Cc2c(O)c3ccccc3[nH]c2=O)cc1	-3%	1%	15	1%	2%	-1%	0%	-2%	14%
Cc1ccc(CCNC(=O)C2CCCN(S(=O)(=O)c3c(C)noc3C)C2)cc1 (stereo not given)	3%	2%	9	2%	3%	-20%	-3%	-6%	-26%
CCC1CCCCN1CCCNC(=O)c1ccc(CS(=O)(=O)Cc2ccc(Cl)cc2)o1 (stereo not given)	-3%	10%	-6	-10%	22%	-2%	-2%	-12%	51%
O=C(CCN1N=C(c2ccccc2)CCC1=O)NC1CCCC1	1%	7%	-23	-3%	-1%	.	-3%	0%	-8%
C[C@H](CO)N1C[C@H](C)[C@@H](CN(C)S(=O)(=O)c2ccc(F)cc2)Oc2c(NC(=O)Nc3ccc(C(F)(F)F)cc3)cccc2C1=O	-4%	?	-51*	-28%	?	?	-36%[inhibitor][9.22 µM]	-21%	0%

Records listed above marked active in IL-1B inflam inh:
| structure | WRN inhibitor | IL-1B inflam inh | SW480 rereplic |
| --- | --- | --- | --- |
| C[C@H](CO)N1C[C@H](C)[C@@H](CN(C)S(=O)(=O)c2ccc(F)cc2)Oc2c(NC(=O)Nc3ccc(C(F)(F)F)cc3)cccc2C1=O | -4% | -51* | -36%[inhibitor][9.22 µM] |

Remaining list, next part
SMILES	WRN inhibitor	MCF10A rereplic	IL-1B inflam inh	HT1080NT lethal	KB-3-1 tox	ATXN2 expr inh	SW480 rereplic	HT1080 IDH1KD tx	KB-V1 cytotox
Cc1ccccc1NC1c2ccccc2C(=O)N1Cc1ccco1 (stereo not given)	5%	-1%	25	0%	0%	-11%	-4%	-17%	4%
COc1ccc(C(=O)N2CCCC(Nc3ccc(C)c(C)c3)C2)cc1F (stereo not given)	1%	?	7	2%	?	-6%	-1%	2%	?
COc1ccccc1OCCNC(=O)/C=C/c1ccc([N+](=O)[O-])cc1	9%	-72%[inhibitor]	11	7%	27%	-5%	-28%	-1%	15µM*
CCOc1ccccc1N1CCN(C(=O)c2ccc(OCC(=O)N3CCOCC3)c(OC)c2)CC1	6%	0%	18	0%	6%	2%	0%	3%	?
Cc1occc1-c1n[nH]c(=S)n1-c1ccccc1	-11%[57.1 µM]	3%	12	16%	19%	-1%	-3%	18%	?
CC1=C(C(=O)N(C)C)CC(CC(=O)NCc2cccc3ccccc23)C(=O)N1Cc1ccccc1 (stereo not given)	10%	.	-4	11%	-1%	8%	.	9%	1%
CCCCN1C(=O)NC(NC(=O)C2CC2)(C(F)(F)F)C1=O (stereo not given)	-15%	2%	-25	-9%	-18%	-14%	?	3%	-9%
COc1cc(OC)c(NC(=S)Nc2cccc(C(C)=O)c2)cc1Cl	-2%	6%	-7	-9%	2%	-16%	-3%	-20%	0%
Cn1c(SCc2ccon2)nc2ccccc2c1=O	-2%	8.2µM*	26	10%	11%	9%	15µM*	-1%	6%
COc1ccc(NC(=O)Nc2cc(C)ccn2)cc1	4%	-2%	?	12%	3%	-26%	-15%	13%	?
COc1ccc(C(=O)OCC(=O)c2ccc(Cl)s2)c(OC)c1OC	0%	0%	-9	-5%	9%	3%	-100%[inhibitor]	-6%	-17%
O=C(COc1ccc(S(=O)(=O)N2CCOCC2)cc1Cl)NC1CCCCC1	-27%	2%	-14	-6%	.	-10%	3%	-9%	.
CC(=NNS(=O)(=O)c1ccc([N+](=O)[O-])cc1)c1ccc(C)cc1	1%	12%	3	-13%	-10%	-5%	-1%	-16%	-1%
COc1ccc(S(=O)(=O)N(Cc2cc3cc(C)ccc3[nH]c2=O)CC2CCCO2)cc1 (stereo not given)	-2%	1%	-16	5%	1%	5%	-3%	7%	7.3µM*
Cc1cc(/C=N/NC(=O)Cn2c3ccccc3c(=O)c3ccccc32)c(C)n1-c1ccc(Cl)cc1	-6%	12µM*	0	-16%	?	-5%	16%	?	-21%
CCCN(CC1CCCO1)C(=O)c1cc(COc2ccc(F)cc2F)on1 (stereo not given)	-14%	-4%	-8	8%	-12%	4%	4%	10%	0%
CN(C)CC#Cc1cccc(-c2nc(C(=O)O)cc3c2[C@@H](CCO)N(S(=O)C(C)(C)C)C3)c1 (stereo not given in full)	2%	.	50	30%	0%	-3%	.	14%	-8%
CCn1c(SCc2nc3ccccc3s2)nc2cc(S(=O)(=O)N3CCOCC3)ccc21	-26%	-4%	12	-22%	?	51%[activator]	?	-4%	?
COCC(C)n1c(C)cc(C(=O)COC(=O)c2ccc(N3CCCC3=O)cc2)c1C (stereo not given)	-8%	13%	-14	3%	1%	-15%	-10%	-4%	?
COc1ccccc1-c1csc(C(C)(NC(C)=O)c2ccccc2)n1 (stereo not given)	6%	.	0	?	0%	12%	.	3%	-3%
Cc1ccc(-n2c(SCC(=O)N3Cc4ccccc4CC3C(=O)O)nnc2-c2cccnc2)c(C)c1 (stereo not given)	-7%	3%	-2	2%	21%	2%	1%	3%	?
COC(=O)C(C)NC(=O)C1CCCN1C(=O)CNC(=O)OCc1ccccc1 (stereo not given)	-3%	-1%	10	10%	13%	2%	-11%	10%	5%
CC(=O)NCCc1ccc(S(=O)(=O)Nc2cccnc2)cc1	-2%	?	28	5%	3%	-7%	?	24%	-5%
Cc1cccnc1NC(=O)c1ccc(Cl)c(S(=O)(=O)N2CCCC2)c1	-6%	-1%	11	?	0%	-4%	5%	14%	-22%
O=S(=O)(c1ccc(N2CCN(c3ccc(F)cc3)CC2)cc1)N1CCCC1	6%	-14%	17	13%	4%	-8%	-4%	-6%	15%
CCCNC(=O)NS(=O)(=O)c1ccc(Cl)cc1	0%	4%&-5%&0%	9	0%	0%	4%&3%	0%&-5%&-8%	8%	17%
C/C(CCN1CCc2nc(-c3ccccc3)c(-c3ccccc3)cc2C1)=N\O[C@@H](C)c1cc(-c2c(C)cc(C)cc2C)no1	-6%	?	-14	1%	-2%	-2%	?	-6%	-23%
Cc1ccc(/C=N/NC(=O)c2cc(-c3cccnc3)nc3ccccc23)cc1	-27%	23µM*	77	1.5µM*	2.9µM*	-23%	2.6µM*	1.3µM*	2.9µM*
Cc1ccc(NC(=O)CN(C)Cc2ccc(F)cc2)c([N+](=O)[O-])c1	5%	19%	-62*	12%	-2%	18%	11%	20%	9.2µM*

Source: PubChem (National Center for Advancing Translational Sciences (NCATS))
